Assay outcomes: PubChem BioAssay, National Center for Advancing Translational Sciences (NCATS)
DT40 TDP1 CPT = qHTS for Inhibitors of human tyrosyl-DNA phosphodiesterase 1 (TDP1): qHTS in cells in presence of CPT; chicken DT40 Tdp1-/-;hTDP1 cells + 20 nM CPT, ATP luminescence, 48 h; Potency, µM (titrated, usually from 46.2 µM), for the others: at the top dose activity change, negative = growth inhibition, most hits filed as inhibitors; 12% of 420,000 active; further: nearly all actives have a fitted effect of over 55% in size
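Chicken DT40 Tdp1-/- cells stably complemented with human TDP1 were seeded at 400 cells/well in medium containing 20 nM camptothecin, exposed to pin-transferred compounds, and grown at 37 °C for at least 48 hr. Viability was read as ATP luminescence.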
TDP1 inh = qHTS Assay for Inhibitors of Tyrosyl-DNA Phosphodiesterase (TDP1) | 0.28% of 350,000 active | AID 485290, 2010 | Tyrosyl-DNA phosphodiesterase 1 (Homo sapiens), Q9NUW8 | recombinant TDP1, AlphaScreen DNA substrate cleavage | Potency, µM (top dose mostly 130 µM), inactives show at the top dose activity change, negative = inhibition, most hits filed as inhibitors; further: nearly all actives have a fitted effect of over 40% in size
Target sequence (Q9NUW8 whole entry, looked up): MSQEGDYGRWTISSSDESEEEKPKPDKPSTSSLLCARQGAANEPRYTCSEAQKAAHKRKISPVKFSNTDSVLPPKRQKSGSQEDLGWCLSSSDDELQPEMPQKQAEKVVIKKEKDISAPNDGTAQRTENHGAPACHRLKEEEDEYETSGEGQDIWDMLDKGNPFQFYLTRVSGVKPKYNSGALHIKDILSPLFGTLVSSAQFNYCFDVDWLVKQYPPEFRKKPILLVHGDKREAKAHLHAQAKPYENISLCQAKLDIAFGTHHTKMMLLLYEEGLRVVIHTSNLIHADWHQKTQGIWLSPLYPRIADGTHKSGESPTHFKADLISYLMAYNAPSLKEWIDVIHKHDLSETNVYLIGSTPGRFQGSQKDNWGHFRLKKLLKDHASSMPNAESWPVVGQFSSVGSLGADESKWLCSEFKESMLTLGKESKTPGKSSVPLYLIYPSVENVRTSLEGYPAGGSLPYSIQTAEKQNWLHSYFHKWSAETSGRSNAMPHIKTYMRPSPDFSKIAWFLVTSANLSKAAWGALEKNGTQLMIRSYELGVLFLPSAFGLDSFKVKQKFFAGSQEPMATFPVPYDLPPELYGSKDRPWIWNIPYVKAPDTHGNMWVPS
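Compounds were preincubated with Tdp1 (1 nM final) for 15 min at room temperature before substrate (15 nM final) started a 5 min reaction; beads (10 ug/ml final) were then added for 10 min before AlphaScreen detection.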
TDP1 cell noCPT = qHTS for Inhibitors of human tyrosyl-DNA phosphodiesterase 1 (TDP1): qHTS in cells in absence of CPT; DT40 Tdp1-/- hTDP1 cells, no CPT, ATP luminescence, 48 h; 15% of 420,000 active; Potency, µM (highest dose often 46.2 µM), for inactives: top-dose activity change, negative = growth inhibition, hits mostly inhibitors; further: nearly all actives have a fitted effect of over 55% in size
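A cellular qHTS used chicken DT40 cells lacking endogenous Tdp1 but carrying stably transfected human TDP1. Compounds were applied without camptothecin, and cell growth kinetics were judged by ATP-dependent luminescence after ≥48 hr.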
* hit, by the source's call; ? = inconclusive; . = not tested or not shown; & = joins results of further samples; [ ] = dose if it differs, or a comment. The call rests on the fitted dose curve; in most records, active means well fitted curve in the direction sought with a large enough effect; inconclusive means small, poorly fitted or top-dose-only effect, or another doubt; inactive means no such curve, though single readings can be large; an effect the other way counts as inactive or inconclusive. On the % scale 0 is the no-effect control and ±100 the full control effect; potency means the concentration at half of the fitted maximal effect.

Below each SMILES – TDP1 cell noCPT	DT40 TDP1 CPT	TDP1 inh
- COc1cccc(N2CC(C(=O)NC3CCCCC3)CC2=O)c1 (centres undefined)
    1%	-1%	5%
- O=C(CSc1ccc(-c2ccc(F)cc2)nn1)NCCc1ccccc1
    -6%	-4%	5%
- Cc1cc(Cl)cc(C)c1OCCOCCNCc1ccccc1
    ?	23µM*	.
- COc1ccc(N2CCN(C(=O)c3cccn4c(=O)c5ccc(Cl)cc5nc34)CC2)cc1
    -10%	-11%	4%
- COc1ccc(CCNC(=O)c2cnn(-c3nccc(-c4cccs4)n3)c2C)cc1OC
    ?	?	.
- O=C(c1ccc2c(c1)OCCO2)N(c1ccccn1)C1CCCCC1
    ?	-29%	2%
- COC(=O)c1ccc(COC(=O)c2cnc(Cl)c(Cl)c2)cc1
    -8%	4%	-3%
- CC(=O)c1ccccc1NC(=O)COC(=O)CSCC(=O)Nc1cc(C)on1
    -1%	3%	0%
- CCc1ccc(NC(=O)c2ccc3[nH]c(C)c(C)c3c2)cc1
    -12%	-12%	8%
- COc1cc(/C=C/c2cc(OC(C)=O)c3ccccc3n2)c(OC(C)=O)c([N+](=O)[O-])c1
    ?	?	.

Other entries follow.
Below each SMILES – TDP1 cell noCPT	DT40 TDP1 CPT	TDP1 inh
- CC(=O)c1c(C)oc2ccc(NS(=O)(=O)c3cccs3)cc12
    ?	?	-5%
- COc1ccc(Cl)cc1NC(=O)CN1C(=O)NC(C)(Cc2ccc(OC)c(OC)c2)C1=O (centres undefined)
    ?	-16%	1%
- Cc1nc(SCC(=O)N2CCOCC2)c2ccsc2n1
    ?	12%	2%
- O=C(Nc1cc(C(F)(F)F)ccc1-n1cncn1)c1ccc([N+](=O)[O-])o1
    21µM*	10µM*	.
- CC1CCc2c(sc(NC(=O)c3cc(-c4cccc(Cl)c4)on3)c2C(N)=O)C1 (centres undefined)
    -5%	-8%	8%
- COc1ccc(OC)c(NC(=O)CCC(=O)Nc2nnc(C(C)C)s2)c1
    -7%	-5%	5%
- O=C(N=Nc1c(O)[nH]c2ccc(Br)cc12)c1ccccc1-n1cccc1
    2.6µM*	4.6µM*	10%
- CCc1nc2c(OCc3c(C)noc3C)cccn2c1N(C)C(=O)C(C)C
    ?	?	.
- C=CCN1C=CC(=O)CC1
    -2%	-14%	1%
- COc1c2ccoc2nc2c(OC)c(OCC(O)C(C)(C)O)ccc12 (centres undefined)
    -18%&-20%&-5%	-14%&-4%&-11%	-1%

(list continues)
Below each SMILES – TDP1 cell noCPT	DT40 TDP1 CPT	TDP1 inh
- O=C(O)c1ccccc1CSc1nnc2c(n1)[nH]c1ccccc12
    2%	-1%	-6%
- CN1CCN(c2oc(/C=C/c3ccccc3)nc2C#N)CC1
    17%	16%	4%
- NC(=O)CC(NC(=O)Cc1cccc2ccccc12)c1ccc(NCc2ccc(F)cc2)c([N+](=O)[O-])c1 (centres undefined)
    ?	?	2%
- CCCn1cc(CN2CCC(n3nccc3NC(=O)C(OC)c3ccccc3)CC2)c(C)n1 (centres undefined)
    ?	7%	1%
- COc1cc(-c2cc(=O)c3c(O)cc(O)cc3o2)ccc1O
    ?	21µM*	10%&0%
- COc1ccccc1N1CC(C(=O)OCC(=O)c2c(N)n(C)c(=O)n(C)c2=O)CC1=O (centres undefined)
    -1%	4%	.
- Cc1cccc(N=Nc2c(N)n[nH]c2N)c1
    4%	-1%	8%
- CC(C)(C)c1ccc(C(=O)NC(Cc2c[nH]c3ccccc23)C(=O)OCC(=O)c2ccc(Br)cc2)cc1 (centres undefined)
    ?	-8%	6%
- CCOc1ccc(CCNC(=O)c2ccc3nc(N4CCC(C)CC4)sc3c2)cc1OCC
    5.2µM*	6.5µM*	3%
- O=C(CSc1n[nH]c(=O)[nH]c1=O)Nc1ccc(SC(F)F)cc1
    9%	11%	1%

The list continues:
Below each SMILES – TDP1 cell noCPT	DT40 TDP1 CPT	TDP1 inh
- COc1ccc(OC)c(NC(=O)c2cc(CN3CCCC3)on2)c1
    -16%	-3%	6%
- COc1cccc(NC(=O)C(C)N2C(=O)c3ccccc3C2=O)c1 (centres undefined)
    4%	17%	5%
- CC(O)C(NC(=O)OCc1ccccc1)C(=O)OCc1ccccc1 (centres undefined)
    3%	-3%	0%
- CC(C)Oc1ccc(S(=O)(=O)N2CCOCC2)cc1NC(=O)CN1C(=O)NC2(CCCC2)C1=O
    2%	-20%	2%
- O=C(OCc1ccccc1)N1CCC2CC1c1cc(N3CCN(C(=S)NCCc4ccccc4)CC3)ccc12 (centres undefined)
    ?	?	.
- CCCCN(C)S(=O)(=O)c1cc(Br)cc2c1N(C(=O)C1CC1)CC2
    3.7µM*	8.2µM*	5%
- COc1cc2c(cc1OC)C(c1cccc(Br)c1)CC(=O)N2 (centres undefined)
    -11%	-5%	6%
- CC(C(=O)O)c1n[nH]c(=O)c2ccccc12 (centres undefined)
    -6%	1%	-2%
- O=C(Nc1ccccc1N1CCN(C(=O)c2ccc(Cl)cc2)CC1)c1cccc(F)c1
    ?	?	0%
- CCOc1ccc(C(=O)Nc2cccc(-c3nc4cc(Cl)cc(Cl)c4o3)c2)cc1
    -12%	-21%	0%[2.28 µM]

Reprinted from the part before: 2 entries; new compounds follow.
Below each SMILES – TDP1 cell noCPT	DT40 TDP1 CPT	TDP1 inh
- O=C(Nc1ccccc1N1CCN(C(=O)c2ccc(Cl)cc2)CC1)c1cccc(F)c1
    ?	?	0%
- CCOc1ccc(C(=O)Nc2cccc(-c3nc4cc(Cl)cc(Cl)c4o3)c2)cc1
    -12%	-21%	0%[2.28 µM]
- COc1ccc(-c2c(C)c3cc(O)ccc3oc2=O)cc1OC
    -25%	0%	2%
- COc1ccc(S(=O)(=O)N2CCOCC2)cc1NC(=O)CSc1nnc2c(n1)[nH]c1ccccc12
    ?	?	.
- COc1ccc(C2(C)NC(=O)N(CC(=O)NC3(C#N)CCCCC3)C2=O)cc1 (centres undefined)
    25%	-9%	2%
- COc1cccc(C(C)(O)c2nc(-c3ccccc3)cs2)c1 (centres undefined)
    18µM*	16µM*	.
- COc1ccc(/C=C/C(=O)N2CCN(S(=O)(=O)c3ccccc3)CC2)cc1OC
    ?	-7%	-1%
- COc1ccccc1C1CC(=O)Nc2cc(C)c(C)cc21 (centres undefined)
    8.2µM*	6.5µM*	.
- COc1cc(=O)n2c(c1C(=O)N(C)Cc1nccs1)CCN(Cc1cccc(F)c1F)CC2
    -10%	7%	.
- O=C(N/N=C/c1ccco1)c1cccc(NC(=O)c2cccc(Cl)c2)c1
    -28%	?	-6%
- O=C(COC(=O)c1ccccc1)NCc1ccco1
    -2%	-8%	.
- C(=C\c1ccccc1)/CNCC1CCCO1 (centres undefined)
    -1%	-4%	6%

(cont.)
Below each SMILES – TDP1 cell noCPT	DT40 TDP1 CPT	TDP1 inh
- CSc1ccc(/C=C(\NC(=O)c2ccccc2)C(=O)NCCN2CCOCC2)cc1
    3%	2%	-10%
- CC1(C)CC(=O)C(C2C3=C(CC(C)(C)CC3=O)Oc3ccccc32)C(=O)C1 (centres undefined)
    ?	-44%	-1%
- COc1ccc(Cl)cc1NC(=O)NC(C)C
    -29%	-17%	2%
- CN=CC1=C(O)C(C(=O)OC)C(C)(C)CC1=O (centres undefined)
    1%	-3%	4%
- COc1ccc(N(CC(=O)N2CCc3ccccc32)S(=O)(=O)c2c(C)n[nH]c2C)cc1
    ?	-29%	6%
- CCC(C)c1ccccc1N1CC(C(=O)N2CCN(S(=O)(=O)c3ccccc3Br)CC2)CC1=O (centres undefined)
    ?	-22%	1%
- COc1cccc(C#Cc2cnc3c(c2)C(=O)N([C@@H](C)CO)C[C@H](C)[C@H](CN(C)C(=O)C2CCC2)O3)c1
    13µM*	?	.
- O=C(c1ccc(NS(=O)(=O)c2cccc([N+](=O)[O-])c2)cc1)N1CCCCCC1
    ?	?	-10%[0.505 µM]
- C=C1C(O)C[C@@H](C(C)C)N(CC(C)C)S1(=O)=O (some centres undefined)
    3%	?	.
- O=C(c1ccccc1)N1CCC(=O)N(C(CO)Cc2ccccc2)CC1 (centres undefined)
    -9%	-8%	.

The results go on:
Below each SMILES – TDP1 cell noCPT	DT40 TDP1 CPT	TDP1 inh
- O=C(Cn1cc(SCc2ccccc2)c2ccccc21)N1CCCCCC1
    ?	?	0%
- N#C/C(=C\c1c[nH]c2ccccc12)C(N)=O
    ?	?	.
- Fc1ccc(CSc2nc3ccccc3[nH]2)cc1
    ?	?	-2%
- O=C(NCCN1CCN(c2ccccc2)CC1)c1cccc(Br)c1
    14µM*	?	5%
- CC(=O)Nc1c(C)ccc(CNC(=O)COc2ccc(F)cc2)c1C
    -24%	-2%	0%
- COC(=O)Cc1n[nH]c(=O)c2ccccc12
    0%	-15%	-1%
- O=C(NCc1ccco1)c1cccc(N2CCCC2=O)c1
    -10%	1%	3%
- C=CCn1c(Cc2ccc(OCC)cc2)nnc1SCC(N)=O
    1%	-14%	2%
- Cc1ccc(CN2CCc3nc(N4CCN(c5ccccc5F)CC4)ncc3C2)cc1C
    -4%	-28%	1%
- COc1ccc(C=O)c2[nH]c3c(Cl)ncnc3c12
    ?	-20%	.

(continued)
Below each SMILES – TDP1 cell noCPT	DT40 TDP1 CPT	TDP1 inh
- O=C(NCc1ccccc1F)C1CCCN1S(=O)(=O)c1ccc(F)cc1 (centres undefined)
    -23%	?	2%
- O=C(Cc1ccc(Cl)cc1)N/N=C/c1c(Cl)cccc1Cl
    ?	-20%	2%
- CCCc1cc(Nc2ccc(C)cc2)n2ncnc2n1
    ?	?	3%
- CC(=O)Nc1ccccc1-c1nc2ccccc2nc1OCC(=O)c1ccc(Cl)cc1
    7%	-4%	0%
- COc1ccc(C(=O)NCC(=O)N/N=C/c2c(C)[nH]c3ccccc23)cc1
    -11%	-25%	2%
- COc1ccc(NC(=O)Nc2cccc3c2O[C@H](CN(C)Cc2ccc(-c4ccccc4)cc2)[C@@H](C)CN([C@H](C)CO)C3=O)cc1
    12µM*	8.2µM*	-2%
- O=C(O)CCN1C(=O)c2ccncc2C1=O
    4%	2%	-12%
- CN(C)C(=O)c1ccc(-n2cccn2)nc1
    -3%	14%	6%

19 entries from above, bar-delimited:
molecule | TDP1 cell noCPT | DT40 TDP1 CPT | TDP1 inh
COc1cccc(N2CC(C(=O)NC3CCCCC3)CC2=O)c1 (centres undefined) | 1% | -1% | 5%
O=C(CSc1ccc(-c2ccc(F)cc2)nn1)NCCc1ccccc1 | -6% | -4% | 5%
Cc1cc(Cl)cc(C)c1OCCOCCNCc1ccccc1 | ? | 23µM* | .
COc1ccc(N2CCN(C(=O)c3cccn4c(=O)c5ccc(Cl)cc5nc34)CC2)cc1 | -10% | -11% | 4%
COc1ccc(CCNC(=O)c2cnn(-c3nccc(-c4cccs4)n3)c2C)cc1OC | ? | ? | .
O=C(c1ccc2c(c1)OCCO2)N(c1ccccn1)C1CCCCC1 | ? | -29% | 2%
COC(=O)c1ccc(COC(=O)c2cnc(Cl)c(Cl)c2)cc1 | -8% | 4% | -3%
CC(=O)c1ccccc1NC(=O)COC(=O)CSCC(=O)Nc1cc(C)on1 | -1% | 3% | 0%
CCc1ccc(NC(=O)c2ccc3[nH]c(C)c(C)c3c2)cc1 | -12% | -12% | 8%
COc1cc(/C=C/c2cc(OC(C)=O)c3ccccc3n2)c(OC(C)=O)c([N+](=O)[O-])c1 | ? | ? | .
CC(=O)c1c(C)oc2ccc(NS(=O)(=O)c3cccs3)cc12 | ? | ? | -5%
COc1ccc(Cl)cc1NC(=O)CN1C(=O)NC(C)(Cc2ccc(OC)c(OC)c2)C1=O (centres undefined) | ? | -16% | 1%
Cc1nc(SCC(=O)N2CCOCC2)c2ccsc2n1 | ? | 12% | 2%
O=C(Nc1cc(C(F)(F)F)ccc1-n1cncn1)c1ccc([N+](=O)[O-])o1 | 21µM* | 10µM* | .
CC1CCc2c(sc(NC(=O)c3cc(-c4cccc(Cl)c4)on3)c2C(N)=O)C1 (centres undefined) | -5% | -8% | 8%
COc1ccc(OC)c(NC(=O)CCC(=O)Nc2nnc(C(C)C)s2)c1 | -7% | -5% | 5%
O=C(N=Nc1c(O)[nH]c2ccc(Br)cc12)c1ccccc1-n1cccc1 | 2.6µM* | 4.6µM* | 10%
CCc1nc2c(OCc3c(C)noc3C)cccn2c1N(C)C(=O)C(C)C | ? | ? | .
C=CCN1C=CC(=O)CC1 | -2% | -14% | 1%
